Imprint erasure = qHTS Assay for Compounds that Induce Erasure of Genomic Imprints | mouse ES Peg3-LacZ reporter, beta-gal luminescence, 40 h | AID 1948, 2009 | actives 0.02% (n = 110,000) | Potency, µM (series often up to 60.7 µM), without a hit: at the top dose activity change, positive = activation, actives largely listed as activators;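 note: 0% = negative control wells on the plate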
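Each well holds 300 Peg3LacZ-Neo (maternal) female ES cells incubated 40 h at 37C, 5% CO2. LacZ is measured by BetaGlo luminescence, with AC50 and maximum efficacy derived from dose-response curves.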
p53ts 32C kill = qHTS Screen for Compounds that Selectively Target Cancer Cells with p53 Mutations: Cytotoxicity of p53ts Cells at the Permissive Temperature. H1299-p53A138V at 32C, ATP luminescence viability, 24 h. Potency, µM (highest dose often 46.1 µM), without a hit: top-dose activity change, negative = cytotoxicity, most hits filed as cytotoxic. actives 0.93% (n = 130,000);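 note: 0% = DMSO and -100% = full killing by reference compound; nearly all actives have a fitted effect of over 55% in size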
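Viability by ATPlite luminescence after 24 h compound treatment (up to 46 uM) at the permissive 32C. Cells are H1299 carrying p53 A138V. Scale runs from DMSO basal to 100 uM tamoxifen as full kill; AC50 from Hill fits.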
IkB signaling = IkB Signaling; ABC-DLBCL IkBa-CBG/CBR dual luciferase ratio, 4 h; response scale: scaled: untreated 0%, proteasome inhibitor 100%; Potency, µM (series often up to 57.1 µM), for inactives: at the highest dose IkBa stabilization activation; actives 0.04% (n = 110,000); AID 445, 2006; active = well fitted curve in the direction sought with a large enough effect in the signal ratio, not every such curve was filed as active; inconclusive = small, poorly fitted or top-dose-only effect, or a change in a side signal; the % refers to the signal ratio;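 note: the direction sought is a rising ratio; 0% = basal untreated cells and 100% = reference inhibitor full response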
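In this assay, an IκBα–CBG68 fusion accumulates when IKK-driven degradation is blocked; native CBR normalizes for cell number. OCI-Ly3 cells were treated 4 h with compound and doxycycline, then green and red light read after Chroma-Glo addition.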
p53ts 39C tox = qHTS Screen for Compounds that Selectively Target Cancer Cells with p53 Mutations: Cytotoxicity of p53ts Cells at the Nonpermissive Temperature. H1299-p53A138V viability at 39C, ATP luminescence, 24 h. AID 902, 2007. Potency, µM (series often up to 46.1 µM), inactives show at the top dose activity change, negative = cell killing, usual class: cytotoxic. actives 1.5% (n = 130,000); note: nearly all actives have a fitted effect of over 55% in size
An asterisk follows results filed as active; ? = inconclusive; . = not tested or not shown; [ ] = remark or other dose. Unless noted, calls come from the whole dose curve; as a rule, active = well fitted curve in the direction sought with a large enough effect; inconclusive = small, poorly fitted or top-dose-only effect, or another doubt; inactive = no such curve, though single readings can be large; an effect the other way counts as inactive or inconclusive. Unless noted, % is set by controls: 0 for no effect and ±100 for the full control effect; potency is the fitted concentration of half-maximal effect.

SMILES | Imprint erasure | p53ts 32C kill | IkB signaling | p53ts 39C tox
CCOc1ccccc1CNC(=O)C1CCCN(S(=O)(=O)c2ccc3c(ccn3C)c2)C1 (stereo unspecified) | -13%[10.9 µM] | -6% | ? | ?
Cc1ccc(NC(=O)/C=C/c2ccco2)cc1F | 4%[10.9 µM] | -19% | 3.5% | ?
O=C(CNC1CCCCCC1)Nc1ccc(S(=O)(=O)NC2CC2)cc1 | -7% | -10% | 0.4% | -9%
Cc1ccc(C)c(NC(=O)c2cc(S(=O)(=O)NCc3ccccc3)ccc2F)c1 | -11%[10.9 µM] | -4% | -0.6% | -18%
CCOC(=O)c1cc(S(=O)(=O)Nc2ccc(C)cc2Cl)[nH]n1 | -7%[10.9 µM] | 1% | 0.2% | -3%
Cc1cc(C)c[n+](-c2[nH]c(=O)sc2/C=N/NC([S-])=Nc2ccccc2)c1 | . | 20% | . | 22%
Fc1cccc(Cl)c1Cn1nnc2c(N3CCC4(CC3)OCCO4)ncnc21 | 3% | 3% | ? | -3%
CCN(CC)S(=O)(=O)c1ccc(NC2CCCc3ccccc32)nc1 (stereo unspecified) | -9% | -2% | 0.3% | -8%
COc1cccc(CNC(=O)CCCn2c(=O)c3cccn3c3ccc(F)cc32)c1OC | -6%[10.9 µM] | -9% | 0.6% | -23%
CC1(C)CC[C@]2(C(=O)O)C(O)C[C@@]3(C)C(=CCC4[C@@]5(C)CCC(O)C(C)(C)C5CC[C@@]43C)C2C1 (stereo partly specified) | -10% | -21% | . | -6%
O=C1c2ccccc2C(Nc2ccc(S(=O)(=O)N3CCCCC3)cc2)N1c1ccccn1 (stereo unspecified) | -20% | 9% | -1.6% | 1%
Cc1nc(-c2ccc(F)cc2)sc1CCNC(=O)c1ccco1 | 9%[10.9 µM] | -5% | 0.1% | 14%
CCOc1ccccc1NC(=O)CCn1c(-c2ccc(OC)cc2)cc(C(C)=O)c1C | -9%[10.9 µM] | 5% | -0.4% | -10%
COC(=O)c1sccc1NC(=O)Cn1cnc2c1c(=O)n(C)c(=O)n2C | 2% | 2% | 1.1% | 8%
COc1c(C)cc(S(=O)(=O)Nc2cccc(-c3ccc(N4CCOCC4)nn3)c2)c(C)c1C | -10%[10.9 µM] | ? | ? | ?
O=C(Nc1ccccc1F)c1cnc(N2CCCCC2)c2ccccc12 | 8%[10.9 µM] | ? | -0.5% | -30%
Cn1c(Cn2c(=O)sc3ccccc32)nnc1SCC(=O)N1CCc2ccccc21 | -3% | 12% | -2.9% | 2%
COc1ccc(-c2cc(C(=O)Nc3ccccc3SC)no2)cc1OC | -3% | -8% | 12% | -1%
CC(C)c1nn2c(=O)cc(COC(=O)c3ccccc3Cl)nc2s1 | -9%[10.9 µM] | ? | 5.7% | -20%
CN(C)/C=N/c1cc(=O)n(C)c(=O)n1CC1CC1 | -6% | 10% | . | 5%
O=C(Nc1ccccc1)N(CCN1CCOCC1)Cc1cccc(Cl)c1 | 3% | -6% | -1.9% | 9%
O=C(C1CCN(S(=O)(=O)Cc2ccccc2)CC1)N1CCN(c2ncccn2)CC1 | . | -1% | 0.7% | 3%
CCOC(=O)c1c(C)[nH]c(C)c1S(=O)(=O)N1CCC(C(=O)Nc2ccccc2CC)CC1 | -10%[10.9 µM] | 10% | 0.8% | 2%
CCCOc1ccc(C2c3c(oc4ccccc4c3=O)C(=O)N2CCN(CC)CC)cc1OC (stereo unspecified) | -14% | -5% | 1.8% | -1%
Cc1ccc(-c2noc(C3CCN(S(C)(=O)=O)CC3)n2)o1 | -1% | -6% | -1.2% | 1%
Cc1nn(CC(=O)NCC2CCCO2)c(=O)c2ccccc12 (stereo unspecified) | 14% | 2% | 0.6% | 11%
O=C(NCCS(=O)(=O)N1CCN(c2cccc(Cl)c2)CC1)c1cc(=O)c2ccccc2o1 | -11%[10.9 µM] | 4% | ? | -1%
O=C(CN1C(=O)C2(OCCO2)c2ccccc21)c1ccc(F)cc1 | -10% | 6% | -0.1% | 0%
Fc1cccc(CN2CCc3nc(Nc4ccc5c(c4)OCCO5)ncc3C2)c1F | -7%[10.9 µM] | -8% | ? | -28%
Cc1occc1-c1nc(-c2ccncc2)no1 | -63%[inhibitor] | -7% | 0.8% | -2%
Cc1cccc(-c2noc(CCC(=O)NCc3ccccc3)n2)c1 | -21% | -8% | -4.6% | 1%
Cc1ccc2scc(N3CCN(c4cccc(C(F)(F)F)c4)CC3)c(=O)c2c1 | -25%[10.9 µM] | -4% | -1.1% | ?
CCCCn1c(SCC(=O)NCCCOC)nc2c(sc3ccccc32)c1=O | -17%[10.9 µM] | 5% | 1.0% | -14%
O=C(CCS(=O)(=O)c1cccc2nonc12)Nc1ccc(Br)cc1 | -10%[10.9 µM] | 3% | 2.4% | 2%
CCc1ccccc1NC(=O)CSc1nc2c(oc3ccccc32)c(=O)n1C | -11%[10.9 µM] | 10% | -2.1% | 7%
Cc1c(C(=O)OCCOc2ccccc2)[nH]c2c1C(=O)CC(c1ccccc1Cl)C2 (stereo unspecified) | -23%[10.9 µM] | 13% | 19% | -24%
Cc1cc(C)c(C)c(OCC(=O)NCCN(C)C)c1 | 2% | -3% | -1.0% | 1%
CCc1ccc(OCCCSc2nc(-c3ccc(C(C)(C)C)cc3)nc3cc(=O)[nH]n23)cc1 | -13%[10.9 µM] | -27% | 0.9% | ?
CCOC(=O)c1c(NC(=O)COc2ccc(Br)cc2)sc(C(C)=O)c1C | 24%[10.9 µM] | 3% | -1.2% | 19%
COc1ccc(Cn2nnnc2CN(Cc2cc3ccc(C)cc3[nH]c2=O)C2CCCC2)cc1 | -13% | -3% | 1.3% | -19%
O=C(NC1CCCCC1)C(c1cccs1)N(Cc1cccs1)C(=O)c1ccco1 (stereo unspecified) | . | 9% | 1.7% | 1%
O=C(O)c1nc2nc(Cl)c(Cl)nc2[nH]1 | -20%[10.9 µM] | -3%[9.22 µM] | 7.3%[11.4 µM] | -5%[9.22 µM]
Cc1cc(C(=O)Nc2ccc(N3CCOCC3)cc2)c2ccccc2n1 | -5% | -7% | 0.6% | -5%
CCc1ccc(-n2c(=O)c3sc4ccccc4c3n(CC(=O)NC3CCCCC3)c2=O)cc1 | -4%[10.9 µM] | 0% | 1.1% | 7%
Nc1nc2c3ccccc3nc(Cc3ccccc3)n2n1 | -17% | -5% | -6.2% | 1%
Cc1ccc(-c2nc3ccccn3c2Nc2ccc3c(c2)OCCO3)s1 | 2%[10.9 µM] | 5% | 4.1% | -19%
CCN=C(Nc1ccc2c(c1)OCO2)SC1CC(=O)N(c2ccc(OC)cc2)C1=O (stereo unspecified) | . | -7% | . | -10%
CCCN1CCN(C(=O)Cn2ncc3ccccc32)CC1 | ? | -1% | 4.9% | -2%
CCCc1cc(NCCCN2CCOCC2)n2c(nc3ccccc32)c1C#N | . | -16% | . | 9%
Cc1ccccc1C(=O)NCCN=C1NS(=O)(=O)c2ccccc21 | 17% | 4% | -1.3% | -2%
Next section.
SMILES | Imprint erasure | p53ts 32C kill | IkB signaling | p53ts 39C tox
CC(=O)Oc1cc(OC(C)=O)c2c(C)cc(=O)oc2c1 | -12% | 11% | 0.9% | 18%
CCOC(=O)c1[nH]c(C)c(/C(O)=C2\C(=O)C(=O)N(CCCN(C)C)C2c2cccnc2)c1C (stereo unspecified) | -13% | 5% | -1.3% | -1%
CC(C)Oc1ccc(CSc2nnc3n(C)c(=O)c4c5c(sc4n23)CCCC5)cc1 | 2% | -4% | 0.7% | 4%
N=c1c2c(n(Cc3cccc(Cl)c3)c3c1CCC3)CCCC2 | . | -18% | . | -4%
CCC(C)C(=O)Nc1c2c(nc3c1CCC3)CCCC2 (stereo unspecified) | -12% | 3% | -1.4% | 5%
c1coc(-c2nn3c(Cn4nnc5ccccc54)nnc3s2)c1 | 10% | 4% | -4.6% | -5%
COc1ccc(CC(=O)Nc2ccc(-c3noc(-c4cccc(OC)c4)n3)cc2)cc1 | 0% | -11% | 0.2% | -7%
CCOC(=O)N1CCN(C(=O)Cc2ccc(-n3c(=O)[nH]c4ccccc4c3=O)cc2)CC1 | -9% | 3% | -1.5% | -4%
CC(=O)OC[C@@H]1O[C@H](CCON=C(C)C)C=C[C@@H]1OC(C)=O | . | 2%[9.22 µM] | . | -2%[9.22 µM]
COc1ccc2nc(SCc3nc(N)nc(Nc4ccccc4)n3)[nH]c2c1 | -10% | -9% | ? | -7%

Grouped by structure, those above containing an aryl thioether with sulfur outside any ring
SMILES | Imprint erasure | p53ts 32C kill | IkB signaling | p53ts 39C tox
Cn1c(Cn2c(=O)sc3ccccc32)nnc1SCC(=O)N1CCc2ccccc21 | -3% | 12% | -2.9% | 2%
COc1ccc(-c2cc(C(=O)Nc3ccccc3SC)no2)cc1OC | -3% | -8% | 12% | -1%
CCCCn1c(SCC(=O)NCCCOC)nc2c(sc3ccccc32)c1=O | -17%[10.9 µM] | 5% | 1.0% | -14%
CCc1ccccc1NC(=O)CSc1nc2c(oc3ccccc32)c(=O)n1C | -11%[10.9 µM] | 10% | -2.1% | 7%
CCc1ccc(OCCCSc2nc(-c3ccc(C(C)(C)C)cc3)nc3cc(=O)[nH]n23)cc1 | -13%[10.9 µM] | -27% | 0.9% | ?
CC(C)Oc1ccc(CSc2nnc3n(C)c(=O)c4c5c(sc4n23)CCCC5)cc1 | 2% | -4% | 0.7% | 4%
COc1ccc2nc(SCc3nc(N)nc(Nc4ccccc4)n3)[nH]c2c1 | -10% | -9% | ? | -7%

(further entries)
SMILES | Imprint erasure | p53ts 32C kill | IkB signaling | p53ts 39C tox
O=C(COC(=O)c1ccc[nH]c1=O)c1ccc(Cl)s1 | -5% | -15% | -0.2% | 1%
COc1ncc2nc(-c3ccc(Cl)cc3)c(=O)n(-c3ccccc3)c2n1 | . | -11% | -1.3%[11.4 µM] | 1%
COCCNC(=O)C(c1ccc(C)o1)N(Cc1ccc(OC)cc1)C(=O)Cn1nnc2ccccc21 (stereo unspecified) | 5% | 2% | -0.2% | 6%
Cc1ccc(C)c(Cn2c(CCCNC(=O)C3CCCCC3)nc3ccccc32)c1 | 12%[10.9 µM] | 31%[activator] | ? | -20%
COc1ccc(NC(=O)C(C)n2nc(C)c3c(C)n(-c4ccccc4)nc3c2=O)cc1Cl (stereo unspecified) | 6%[10.9 µM] | -10% | ? | -1%
CCOC(=O)c1ccc2c(c1)N(C(CC)C(=O)Nc1ccccc1OC)C(=O)c1ccccc1S2 (stereo unspecified) | -22%[10.9 µM] | 5% | 1.2% | -3%
COC(=O)c1ccc(NC2=CC(=O)CC(C)(C)C2)cc1 | -4% | -6% | -0.4% | -6%
Cc1ccc(C(=O)Nc2ccc3nc(SCC(=O)N4CCCc5ccccc54)sc3c2)cc1 | -16%[10.9 µM] | -26% | 2.3% | -4%
CCOP(=O)(OCC)C(NC(=O)Nc1cccc(Cl)c1)C(N)=O (stereo unspecified) | . | -4% | . | 9%
COC(=O)CN(c1ccc(OC)cc1)S(=O)(=O)c1c(C)noc1C | 6% | -19% | 0.0% | -12%
O=C1CSC2(CCCCC2)N1CCO | 0% | 3% | -0.6% | -2%
COC(=O)c1cccc(Oc2nc3c(c(=O)n(C)c(=O)n3C)n2C(C)C)c1 | 4% | 28% | -1.7% | 2%
COc1cc(C(=O)Nc2ccc(-n3c(C)nc4ccccc4c3=O)cc2)cc(OC)c1OC | 19%[10.9 µM] | 1% | ? | 27%
CCCCN(CC)CCNC(=O)c1cn(CCOC)c(=O)c2c1c1ccccc1n2C | -10%[10.9 µM] | -11% | 1.8% | 10%
Cc1cccc(OCCn2c(=S)[nH]c3ccccc32)c1 | . | 12% | . | 26%
CCc1cccc(NC(=O)Cn2c(=O)c(C(F)(F)F)nc3ccccc32)c1 | -4%[10.9 µM] | -1% | 0.3% | -9%
COc1ccc(-c2cc(C(=O)N3CCOCC3)no2)cc1OC | -26% | -10% | 5.7% | -6%
CCOC(=O)NC(=O)CSc1nnnn1-c1ccc(C)cc1 | -4% | 3% | 0.7% | 5%
CCn1c(COc2cccc3cccnc23)nnc1SCC(=O)O | -1% | -7% | -1.8% | 7%
Cc1ccc(NC(=O)c2cccc(N3C(=O)CCC3=O)c2)nc1 | -27% | -17% | 0.5% | -28%
CN1CCN(S(=O)(=O)c2ccc(NC(=O)Cc3cccs3)cc2)CC1 | -9% | 4% | 8.9% | 1%
CC(C)OCCCNC(=O)c1cc2c(=O)n(C)c3ccccc3c2n1C | -10% | -6% | -1.0% | -6%
